# Screening results (PubChem)
# hERG protect: hERG rescue from dofetilide block, primary screen, cell-based, CHO-hERG, FluxOR thallium flux, dofetilide IC70 | dofetilide IC70 present | activation (rescue from dofetilide block), less the hit threshold, % at 10 µM | 310,000 tested, 0.51% active | AID 1511, 2009;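 active = activation above the mean of controls blocked by dofetilide plus 5 SD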;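 also: thallium influx through hERG after potassium depolarization seen as dye fluorescence rise; in these data hits start at about 4.7%; inactives centre near -7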
# KCNK9 inh: KCNK9 potassium channel inhibitors, primary screen, HEK293 cells, thallium flux. B-score at 10 µM. 310,000 tested, 1.2% active. FluxOR thallium flux fluorescence; hits give low values. Potassium channel subfamily K member 9 (Homo sapiens), Q9NPC2;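 active = ratio B-score over 3 SD below the library mean, with starting fluorescence within 5 SD of its mean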;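 also: negative B-score means less thallium flux so channel inhibition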
# Target sequence (Q9NPC2 whole entry, looked up): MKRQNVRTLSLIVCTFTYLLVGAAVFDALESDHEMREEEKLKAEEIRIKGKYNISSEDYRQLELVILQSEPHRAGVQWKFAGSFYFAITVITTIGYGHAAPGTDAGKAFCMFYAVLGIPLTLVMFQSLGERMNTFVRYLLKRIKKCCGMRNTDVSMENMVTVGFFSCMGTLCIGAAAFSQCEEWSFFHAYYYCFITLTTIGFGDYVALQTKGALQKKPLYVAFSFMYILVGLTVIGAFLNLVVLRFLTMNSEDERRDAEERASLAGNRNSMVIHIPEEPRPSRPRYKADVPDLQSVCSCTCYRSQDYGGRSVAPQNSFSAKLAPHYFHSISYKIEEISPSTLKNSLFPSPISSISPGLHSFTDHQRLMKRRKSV
# PolyA inhibitor: polyadenylation inhibitors in yeast reporter cells, primary screen, luminescence, S. cerevisiae; 300,000 tested, 0.02% active; S. cerevisiae SKY197-pL101 polyadenylation reporter, beta-gal luminescence; efflux-impaired pdr1/pdr3 knockout yeast; score 100 = 6 SD above DMSO; calls only at 12 µM; AID 1875, 2009;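 active = lowest replicate activity score at least 50, where 100 means six control SD above control mean; inconclusive = lowest score under 50 but half or more replicates reach 50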;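 also: yeast exposed to compound for 9 h at 30 °C; higher score means more reporter readthrough which indicates perturbed polyadenylation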
# KCNQ1 act: potentiators or activators of KCNQ1 channel, primary screen, cell-based, thallium flux, high-throughput; AID 2648, 2010; CHO-K1 KCNQ1, thallium flux FluxOR fluorescence; hits give high values; 310,000 tested, 0.35% active; B-score at 10 µM; Potassium voltage-gated channel subfamily KQT member 1 (Homo sapiens), P51787;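 active = fluorescence ratio B-score, a plate-corrected score, at least three library SD, with initial intensity B-score within 5 SD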
#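 Assay system: CHO-K1 cells stably expressing KCNQ1. Medium: assay buffer for compound exposure, DMSO matched across wells. Timing: 37 °C overnight plating, 90-min dark dye load, 20-min compound pretreatment. Signal: kinetic FluxOR fluorescence, 10 s baseline plus 110 s post-stimulus.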
# HDAC3 inhib: HDAC3 deacetylase inhibitors, primary screen, biochemical, fluorescence, cell-free homogeneous | inhibition, % at 8.3 µM | AID 2718, 2010 | Histone deacetylase 3 (Homo sapiens), O15379 | 320,000 tested, 0.15% active | recombinant HDAC3, fluorogenic peptide/trypsin coupled; in the data active = inhibition above about 26%, passing the limit was not always enough; inconclusive = no clear call, values can overlap the other calls
# Target sequence (O15379 whole entry, looked up): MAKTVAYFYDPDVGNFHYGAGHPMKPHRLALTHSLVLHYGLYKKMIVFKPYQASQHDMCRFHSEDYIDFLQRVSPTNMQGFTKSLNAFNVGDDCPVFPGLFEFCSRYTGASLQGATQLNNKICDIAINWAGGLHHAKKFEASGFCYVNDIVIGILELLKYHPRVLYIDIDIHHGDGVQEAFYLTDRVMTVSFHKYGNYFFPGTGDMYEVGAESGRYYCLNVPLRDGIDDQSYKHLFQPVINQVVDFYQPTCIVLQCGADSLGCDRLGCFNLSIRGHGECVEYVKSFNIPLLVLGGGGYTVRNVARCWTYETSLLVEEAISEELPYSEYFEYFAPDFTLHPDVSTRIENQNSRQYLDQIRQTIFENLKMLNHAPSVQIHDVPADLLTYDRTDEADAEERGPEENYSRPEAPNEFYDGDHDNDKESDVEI
# DYRK1A inh: rat Dyrk1A kinase inhibitors, primary screen, biochemical, single point, plate reader. AID 504441, 2011. ADP-Glo luminescence, NFATc1 peptide. 310,000 tested, 0.43% active. inhibition, % at 12.5 µM; in the data active = inhibition above about 50%;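 also: plate controls were vehicle with enzyme for no effect and no enzyme for full effect; many of its hits are not listed in these tables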
# KCNQ1 block: inhibitors of human KCNQ1 channel, primary screen, cell-based, thallium flux, high-throughput; 310,000 tested, 1.3% active; B-score at 10 µM; Potassium voltage-gated channel subfamily KQT member 1 (Homo sapiens), P51787; CHO-K1 KCNQ1, FluxOR thallium flux fluorescence; hits give high values;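 active = compounds whose thallium flux B-score, printed positive for inhibition, exceeds three library SD while starting fluorescence stays within three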;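 also: channel opened by potassium depolarization with thallium stimulus after 20 min compound exposure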
# GSK3beta inhib: human GSK3beta kinase inhibitors, primary screen, biochemical, cell-free homogeneous, HTS | Glycogen synthase kinase-3 beta (Homo sapiens), P49841 | GST-GSK3beta kinase, ADP-Glo luminescence, 60 min; hits give low values | activity score (negative = inhibition), % at 10 µM | 300,000 tested, 0.038% active;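 active = more than half of replicate wells score below -50%, meaning over 50% inhibition versus plate controls; inconclusive = some replicates but at most half score below -50%; inactive = no replicate scores below -50%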;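 also: 0% = median DMSO wells and -100% = median GW8510 positive control wells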
#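 test system = GST-tagged human GSK3beta kinase, cell-free | reagent = 25 µM ATP with peptide substrate | dosing = one dose of 10 µM per compound | schedule = 60 min reaction, RT | detection = luminescent ADP-Glo measurement of ADP formed | control set = DMSO neutral wells and GW8510 at 20 µM as positive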
# RGS4 pot: RGS4 potentiators or activators, primary screen, cell-based, HEK293 M3R inducible RGS4, calcium flux. carbachol calcium flux Fluo4; hits give low values. B-score at 10 µM. 310,000 tested, 0.92% active;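 active = B-score of the integrated calcium signal more than 4 SD below the library mean, with starting fluorescence not abnormally high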;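 also: negative B-score means reduced calcium response which marks RGS4 activation or potentiation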
#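 Assay system: Inducible-RGS4 HEK293 cells carrying M3 receptor | Schedule: Compound preincubation 20 min at room temperature before agonist | Signal: Kinetic calcium fluorescence imaging with Fluo4-AM dye, 2 µM | Read-out basis: B score from integrated fluorescence ratio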
# GSK3 alpha inh: blockers of GSK3A enzyme activity – biochemical, luminescence, cell-free homogeneous, HTS, primary screen. GSK-3 alpha kinase, ADP-Glo luminescence, 60 min. inhibition, % at 10 µM. 320,000 tested, 0.1% active. AID 2650, 2010;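 in the data active = inhibition above about 50%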;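 also: GST-tagged GSK-3 alpha with peptide substrate and 25 µM ATP; 0% = DMSO neutral wells and 100% = GW8510 positive control wells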
# KCNK3 inh: human KCNK3 channel inhibitors, primary screen, CHO cells, FluxOR thallium flux, B-score; Potassium channel subfamily K member 3 (Homo sapiens), O14649; FluxOR fluorescence; hits give low values; B-score at 10 µM; 340,000 tested, 0.84% active;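 active = B-score under library mean minus 4 SD, starting fluorescence ratio at most library mean plus 5 SD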;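 also: more negative B-score means stronger inhibition of thallium flux through KCNK3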
# Starred values were filed as active, the others as inactive; i = inactive; ? = inconclusive; nt = not tested or not shown.
# Start of the data: the first 2 compounds as a preview:
SMILES,hERG protect,KCNK9 inh,PolyA inhibitor,KCNQ1 act,HDAC3 inhib,DYRK1A inh,KCNQ1 block,GSK3beta inhib,RGS4 pot,GSK3 alpha inh,KCNK3 inh
COc1ccc(-c2sc(Nc3ccccc3)n[n+]2-c2ccc(F)cc2)c(OC)c1OC,-18,i,i,i,4,3,7*,1,i,1,i
Clc1ccc(C2C3=C(Nc4ncnn42)c2ccccc2CC3)cc1 (centres undefined),-10,i,i,i,9,nt,i,-2,i,1,nt

# Main list, repeating the preview:
SMILES,hERG protect,KCNK9 inh,PolyA inhibitor,KCNQ1 act,HDAC3 inhib,DYRK1A inh,KCNQ1 block,GSK3beta inhib,RGS4 pot,GSK3 alpha inh,KCNK3 inh
COc1ccc(-c2sc(Nc3ccccc3)n[n+]2-c2ccc(F)cc2)c(OC)c1OC,-18,i,i,i,4,3,7*,1,i,1,i
Clc1ccc(C2C3=C(Nc4ncnn42)c2ccccc2CC3)cc1 (centres undefined),-10,i,i,i,9,nt,i,-2,i,1,nt
COCCn1c(C)cc(C(=O)CSc2nnc(-c3cccnc3)n2-c2ccccc2F)c1C,-19,i,i,i,1,-7,i,2,i,-1,i
Cc1cccc(C(C)C)c1-n1nnnc1-c1ccccc1,-12,-12*,i,i,-6,-2,i,1,i,-1,-10*
Cc1csc(NC(=O)c2oc3ccccc3c2C)n1,-20,i,i,i,-11,7,i,2,i,-2,i
Cc1ccc(NC(=O)CCc2nnc3ccc(N4CCC5(CC4)OCCO5)nn23)nc1,-11,i,i,i,-15,5,i,-10,i,11,i
Cn1c(=O)c2c(ncn2CC(=O)OCC(=O)Nc2ccc(Cl)cc2Cl)n(C)c1=O,-7,i,i,i,0,5,i,0,i,0,i
Cc1ccc(NNC(=O)C(O)(c2cccc(C(F)(F)F)c2)c2cccc(C(F)(F)F)c2)cc1,-14,i,i,i,41*,-3,i,-2,i,-1,i
O=C(CCSCc1ccccc1)Nc1ccc2c(c1)OCCO2,-8,i,i,i,-8,0,i,2,i,-1,i
N#CCCN1CCN(S(=O)(=O)c2ccc(S(=O)(=O)NC3CCCCC3)cc2)CC1,-6,i,i,i,-5,-6,i,-3,i,1,i
C=CCn1c(-c2cc(OC)c(OC)c(OC)c2)n[nH]c1=S,-7,i,i,i,?,4,i,-1,i,4,i
CCCN(CCC)C(=O)C1CCN(c2ccc(S(=O)(=O)N3CCOCC3)cc2[N+](=O)[O-])CC1,-8,i,i,i,6,-4,i,-1,i,1,i
Cc1noc2ncnc(Oc3ccccc3)c12,-9,i,i,i,-9,-2,i,1,i,1,i
COc1ccc(Cl)cc1NC(=O)C(C)N1CCN(C/C=C/c2ccccc2)CC1 (centres undefined),-19,i,i,i,6,-3,i,1,i,-1,i
Cn1nc(C(=O)NCc2ccccc2)cc1C(=O)NCc1ccccc1,-3,i,i,i,10,3,i,-2,i,-2,i
COc1ccc(N2C(=O)CC(Nc3cccc(C(C)=O)c3)C2=O)cc1OC (centres undefined),1,i,i,i,4,1,i,1,i,0,i
CC(=O)c1c(N2CCN(c3cccc(Cl)c3)CC2)nc(=S)n(-c2ccccc2)c1C,-6,i,i,i,0,-3,i,-4,i,-2,i
CC(C)OCCCn1c(-c2ccco2)nc2nc3ccccc3nc21,-20,i,i,i,-207,5,i,2,i,nt,i
Cc1ccc2[nH]c(O)c(N=Nc3ccccc3C)c2c1,-4,i,i,i,-5,2,i,3,i,-2,i
COc1cccc(OCc2cc(C(=O)N3CCC(C(O)C(C)C)CC3)no2)c1 (centres undefined),-11,i,i,i,-1,2,i,1,i,1,i
COc1ccc(Cl)cc1NC(=S)NCCc1ccc(S(N)(=O)=O)cc1,-2,i,i,i,4,-1,i,-5,i,-1,i
N#CC1=C2SCN(Cc3ccco3)CN2C(=O)CC1c1cccc2ccccc12 (centres undefined),-8,i,i,i,22,-3,i,1,i,-1,i
CCOC(=O)COc1c(Br)cc(/C=C2\SC(=O)N(CC(=O)N3CCCC3)C2=O)cc1OC,-6,i,i,i,8,-7,i,3,i,-1,i
Cc1ccccc1-n1c(SCc2c(C)noc2C)nnc1-c1cccnc1,-14,i,i,i,2,5,i,2,i,-2,i
Cc1c(C(=O)OCC(=O)NCC2CCCO2)cccc1[N+](=O)[O-] (centres undefined),-8,i,i,i,1,2,i,1,i,-5,i
Cc1nn(C(=O)CCC(=O)NCCc2ccccc2)c2ccccc12,-5,i,i,i,nt,5,i,-1,i,nt,i
CC(Nc1cc(C)cc(C)c1)=[N+](C)CCNS(=O)(=O)c1ccc(Cl)cc1,-6,i,i,i,4,-1,i,-1,i,-1,i
O=C(Nc1nc(-c2ccccc2)cs1)C1CCCCN1S(=O)(=O)c1ccccc1 (centres undefined),-14,i,i,i,0,-11,i,-1,i,-1,i
O=C(CCCC(=O)NC1CCCCC1)Nc1ccc([N+](=O)[O-])cc1,3,i,i,i,6,-1,i,3,i,0,i
CC(=O)C1C(c2ccc(Cl)cc2)c2c(n[nH]c2C)CC1(C)O (centres undefined),-13,i,i,i,1,3,i,2,i,0,i
O=C(Nc1nnc(-c2cccs2)o1)c1ccc(S(=O)(=O)N2CCOCC2)cc1,-11,i,i,i,6,-2,i,-4,i,3,i
Cc1ccc(-n2[nH]c(C)c(/C=N/c3cccc(C)n3)c2=O)cc1,-8,i,i,i,-1,-6,i,-1,i,-4,i
COc1ccccc1NC(=O)CCc1nnc2ccc(N3CCCCC3)nn12,-12,i,i,i,1,3,i,-1,i,3,i
CCN(CC)CCCn1c2c(c(SCC(=O)Nc3cccc(C)c3C)nc1=O)CCC2,-7,i,i,i,3,17,i,-2,i,-5,i
COCCNC(=O)Cn1cnc2c(cnn2-c2ccc(OC)cc2)c1=O,-8,i,i,i,1,-7,i,5,i,-1,i
Oc1cc2c(cc1C(c1ccc(Cl)c(Cl)c1)N1CCCC1)OCO2 (centres undefined),-19,-8.7*,i,i,nt,-2,i,0,i,nt,-12*
CC(/C=C/c1ccccc1)=N\Nc1nc2c(c(=O)[nH]c(=O)n2C)n1CCO,-4,i,i,i,8,nt,i,2,i,-1,nt
Cc1ccc2c(c1)N(CC(=O)O)C(=O)CO2,-9,i,i,i,-4,2,i,-4,i,-9,i
O=c1c2ccccc2n2c(-c3cccc(Cl)c3)nnc2n1Cc1ccccc1,-4,i,i,i,-2,-1,i,3,i,-1,i
COc1cc(NC(=O)CSc2nnnn2-c2ccccc2)cc(OC)c1OC,-11,i,i,i,3,-1,i,1,i,-4,i
COc1cc(/C(C)=N/NC(=O)c2ccc(CSc3nncn3C)cc2)cc(OC)c1OC,-15,i,nt,i,-2,-8,i,4,i,0,i
O=C(O)c1ccc(OC2CSC2)cc1,-8,i,i,i,5,-6,i,5,i,-4,i
O=C(NCC1CCCO1)c1cc2ccccc2cc1O (centres undefined),-9,i,i,i,3,8,i,1,i,0,i
COc1c(S(=O)(=O)N2CCN(C(=O)c3ccco3)CC2)ccc(Cl)c1Cl,-5,i,i,i,-2,0,i,2,i,3,i
CCN(CC(=O)NCC1CCCO1)S(=O)(=O)c1ccc2ccccc2c1 (centres undefined),-4,i,i,i,-2,1,i,nt,i,0,i
Oc1cccc(C2c3[nH]c4ccccc4c3CCN2Cc2ccc3c(c2)CCO3)c1 (centres undefined),-16,i,i,i,8,nt,i,-1,i,-2,i
Cc1ccc(/C(O)=C2\C(=O)C(=O)N(c3cc(C)on3)C2c2cccc(Cl)c2)cc1 (centres undefined),-9,i,i,i,2,8,i,2,i,-3,i
Cc1ccccc1NC(=O)Cc1nc(COC(=O)CNS(=O)(=O)c2cccc(Br)c2)cs1,-16,i,i,i,4,nt,i,1,i,-1,i
Fc1cccc(NC(=S)NCCN2CCOCC2)c1,-6,i,i,i,1,-1,i,1,i,1,i
CCOC(=O)CNC(=O)CSc1nc2cccnc2n1CC,-4,i,i,i,-2,3,i,0,i,-1,i
O=C(CC1NCCNC1=O)OCc1ccccc1 (centres undefined),-5,i,i,i,-10,-2,i,1,i,-2,i
O=C(CSC1=Nc2ccccc2C2=NC(c3ccccc3)C(=O)N12)NCC1CCCO1 (centres undefined),-7,i,nt,i,-10,3,i,2,i,-21,i
C=CCN1C=C2C(=O)C(C)(OC(=O)c3cnc4ccccc4n3)C(=O)C=C2C=C1/C=C/COC (centres undefined),-6,i,i,i,10,-1,i,1,i,-2,i
COc1ccc(NC(=O)CN2CCC(n3c(C)nc4cc(F)ccc43)CC2)c(OC)c1,-6,i,i,i,3,-7,i,2,i,0,i
COC(=O)CCC(=O)OC1(C)C(=O)C2=CN(CCc3ccccn3)C(c3ccc(OC)cc3)=CC2=C(Br)C1=O (centres undefined),-11,i,i,i,0,0,i,-3,i,-3,i
O=C(CNC(=O)c1ccco1)OCC(=O)c1ccc(Br)cc1,-11,i,i,i,4,8,i,-5,i,-1,i
Cn1ncc([N+](=O)[O-])c1C(=O)Nc1ccn(Cc2ccccc2F)n1,-8,i,i,i,-2,1,i,2,i,1,i
CCn1c(SCC(=O)c2ccc(Cl)cc2)nnc1-c1ccoc1C,-8,i,i,i,-2,-1,i,3,i,-5,i
Cc1[nH]c(C)c(S(=O)(=O)N2c3ccccc3CC2C)c1C(=O)N1CCCCC1 (centres undefined),-7,i,i,i,0,-4,i,3,i,-3,i
CNC(=S)NNC(=O)Cc1ccc(OC)cc1,-3,i,i,i,-2,5,i,-1,i,-2,i

# The list is partial, so the mix of outcomes need not match the whole.
